# Source: PubChem
# Tau FP inhib: blocks human tau fibril formation measured by polarization | P10636 | K18 P301L tau heparin fibrillization, Alexa594 FP, 6 h | Potency, µM (series often up to 57.7 µM), for the others: at the top dose activity, negative = inhibition, hits mostly inhibitors | actives 0.39% (n = 280,000); also: nearly all actives have a fitted effect of over 55% in size
# Target sequence (P10636 561-689 P618L limits assumed): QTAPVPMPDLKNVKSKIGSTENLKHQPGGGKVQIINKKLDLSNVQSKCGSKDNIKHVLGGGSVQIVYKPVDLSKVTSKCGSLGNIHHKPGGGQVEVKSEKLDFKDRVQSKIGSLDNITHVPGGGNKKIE
#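 Human tau K18 […] P301L fragment, 15 uM unlabeled plus 0.24 uM Alexa 594-labeled tau (final), with compound and 20 uM heparin in 100 mM sodium acetate pH 7; 6 hr at 37 C, then Alexa 594 FP read.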
# Tau ThT inhib: blocks human tau fibril formation measured by thioflavin T; Potency, µM (highest dose often 57.4 µM), for the others: at the highest dose activity, negative = inhibition, most hits filed as inhibitors; recombinant tau K18 P301L, heparin-induced fibrillization, ThT fluorescence; actives 2.1% (n = 270,000); AID 1460; also: nearly all actives have a fitted effect of over 55% in size
#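 Heparin-induced (20 uM) aggregation of recombinant human K18 P301L tau, 15 uM unlabeled with 0.24 uM labeled, pH 7 acetate buffer, 6 hr at 37 C with compound. Fibrils quantified by 30 uM ThT fluorescence after 1 hr ambient incubation.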
# Tau fluor counter: counter-screen for tau fibril formation inhibitors; tau K18 P301L Alexa594 fluorescence, heparin fibrillization; Potency, µM (series often up to 57.7 µM), for the others: at the top dose activity change, negative = decrease; actives 0.93% (n = 280,000); AID 1463; also: nearly all actives have a fitted effect of over 55% in size
#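 Human tau K18 P301L (15 uM unlabeled, 0.24 uM Alexa 594-labeled) in 100 mM sodium acetate pH 7 with 20 uM heparin, 6 hr at 37 C. ThT 30 uM added, 1 hr ambient; Alexa 594 FP and total fluorescence read at 555/632 nm.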
# Active calls of the source: *; ? = inconclusive. Calls follow the shape of the dose curve; as a rule, active = well fitted curve in the direction sought with a large enough effect; inconclusive = small, poorly fitted or top-dose-only effect, or another doubt; inactive = no such curve, though single readings can be large; an effect the other way counts as inactive or inconclusive. % is scaled to controls: 0 for no effect and ±100 for the full control effect; potency is read from the fitted curve at half-maximal effect. This is a subset. The share of hits here may be higher or lower than overall.
# A first look:
SMILES,Tau FP inhib,Tau ThT inhib,Tau fluor counter
CC(=O)N1CCCc2cc(S(=O)(=O)N3CCCC(C(=O)NCc4ccc(Cl)cc4)C3)ccc21 (stereo not drawn),2.2%,-1.0%,-11.2%
Cc1nnc(N2CCCC(C(=O)NCCN(C)C)C2)c2nn(-c3ccccc3)c(C)c12 (stereo not drawn),-4.9%,-0.5%,-3.5%

# The listing, repeating the preview:
SMILES,Tau FP inhib,Tau ThT inhib,Tau fluor counter
CC(=O)N1CCCc2cc(S(=O)(=O)N3CCCC(C(=O)NCc4ccc(Cl)cc4)C3)ccc21 (stereo not drawn),2.2%,-1.0%,-11.2%
Cc1nnc(N2CCCC(C(=O)NCCN(C)C)C2)c2nn(-c3ccccc3)c(C)c12 (stereo not drawn),-4.9%,-0.5%,-3.5%
CCOc1ccccc1CNC(=O)c1cc2n(n1)CCCN(Cc1ccc(C)cc1)C2=O,-7.3%,-10.8%,-7.1%
COc1ccccc1N1CCN(c2ncnc3onc(C)c23)CC1,-1.2%,-5.5%,-0.2%
Cc1noc2ncnc(N3CCCC(C(=O)NCCC(C)C)C3)c12 (stereo not drawn),-8.1%,-9.7%,-10.2%
CC1CCN(S(=O)(=O)c2ccc3c(c2)CCC(=O)N3CC(=O)Nc2cccc(C#N)c2)CC1,-8.9%,2.4%,?
Cc1c(C(=O)N(C)C)sc2c1c(=O)n(-c1ccc(F)cc1)c(=O)n2Cc1cc(=O)n2ccccc2n1,-3.2%,-1.8%,-11.3%
COC(=O)c1ccc(NS(=O)(=O)c2ccc(-n3cccn3)cc2)cc1,?,9.5%,-11.5%
COc1cccc(C(c2sc3nc(-c4ccco4)nn3c2O)N2CCOCC2)c1 (stereo not drawn),-4.9%,-1.6%,3.4%
O=C(Nc1ccc(OCc2cc(=O)n3ccccc3n2)cc1)c1ccccc1Cl,-0.3%,-5.9%,4.7%
COc1ccc(OC)c(NC(=O)c2cnn(-c3ccc(C)cc3)c2C2CCNCC2)c1,-5.4%,?,-13.2%
Cc1nc(-c2ccc(S(=O)(=O)Nc3ccc(C)c(N(C)C)c3)cc2)co1,0.6%,2.2%,-18.4%
Cc1cc(C)c(NC(=O)Cn2nnc(-c3nc(-c4ccccc4)no3)c2N)c(C)c1,0.6%,22.5%,17.2%
COc1ccc(-c2cc3ccc(O)c(CN4CCC(C)CC4)c3oc2=O)cc1,14.3%,22.1%,-15.7%
COc1ccc(C2=C(C)C(=O)N(Cc3ccc(C(=O)Nc4ccc(F)cc4C)cc3)S2(=O)=O)cc1,?,1.6%,-19.3%
Cc1ccc(OCC(=O)OCc2cc(=O)n3nc(C4CC4)sc3n2)cc1,-1.6%,-8.3%,-8.7%
CCCCc1nn2c(=O)cc(COC(=O)c3ccc(NC(=O)c4ccccc4C)cc3)nc2s1,4.7%,-1.8%,-1.4%
O=C(Nc1nc2ccc(S(=O)(=O)N3CCCC3)cc2s1)c1ccc(F)cc1,-14.6%,15.6%,-7.1%
CCN(CC)C(=O)Cn1c(=O)n(-c2ccc(Cl)c(Cl)c2)c(=O)c2c(C)c(C(=O)N(CC)CC)sc21,1.0%,-0.7%,-5.6%
COc1ccc(CNC(=O)Cn2ccc3cc(S(=O)(=O)N4CCCCCC4)ccc32)cc1OC,6.5%,5.8%,-23.2%
O=C(CC1N=C2c3ccccc3N=C(SCc3ccccc3F)N2C1=O)NCc1cccs1 (stereo not drawn),-1.6%,-13.5%,-19.1%
CCCNC(=O)Cn1nc(-c2ccc(C)c(C)c2)c2cnc3ccc(F)cc3c21,-13.5%,?,-27.6%
CC(=O)C1=C(c2ccc(Cl)c(Cl)c2)N(C(C)=O)n2c(nnc2-c2ccccc2)S1,-4.2%,?,-28.5%
CCc1cccc(NC(=O)c2sc3nc[nH]c(=O)c3c2C)c1,?,-11.6%,?

# No new results follow: entries from further up.
SMILES,Tau FP inhib,Tau ThT inhib,Tau fluor counter
COc1ccc(C2=C(C)C(=O)N(Cc3ccc(C(=O)Nc4ccc(F)cc4C)cc3)S2(=O)=O)cc1,?,1.6%,-19.3%
Cc1ccc(OCC(=O)OCc2cc(=O)n3nc(C4CC4)sc3n2)cc1,-1.6%,-8.3%,-8.7%
CCCCc1nn2c(=O)cc(COC(=O)c3ccc(NC(=O)c4ccccc4C)cc3)nc2s1,4.7%,-1.8%,-1.4%
O=C(Nc1nc2ccc(S(=O)(=O)N3CCCC3)cc2s1)c1ccc(F)cc1,-14.6%,15.6%,-7.1%
CCN(CC)C(=O)Cn1c(=O)n(-c2ccc(Cl)c(Cl)c2)c(=O)c2c(C)c(C(=O)N(CC)CC)sc21,1.0%,-0.7%,-5.6%
COc1ccc(CNC(=O)Cn2ccc3cc(S(=O)(=O)N4CCCCCC4)ccc32)cc1OC,6.5%,5.8%,-23.2%
O=C(CC1N=C2c3ccccc3N=C(SCc3ccccc3F)N2C1=O)NCc1cccs1 (stereo not drawn),-1.6%,-13.5%,-19.1%
CCCNC(=O)Cn1nc(-c2ccc(C)c(C)c2)c2cnc3ccc(F)cc3c21,-13.5%,?,-27.6%
CC(=O)C1=C(c2ccc(Cl)c(Cl)c2)N(C(C)=O)n2c(nnc2-c2ccccc2)S1,-4.2%,?,-28.5%
CCc1cccc(NC(=O)c2sc3nc[nH]c(=O)c3c2C)c1,?,-11.6%,?

# (more compounds)
SMILES,Tau FP inhib,Tau ThT inhib,Tau fluor counter
COc1ccc2c(c1)c1c(c(=O)n(Cc3ccccc3)c(=O)n1CC(=O)Nc1c(C)cccc1C)n2C,-1.7%,6.3%,-1.9%
Cc1ccc(-n2nc3c(=O)n(CC(=O)NCC(C)c4ccccc4)nc(C)c3c2C)cc1 (stereo not drawn),6.7%,-17.6%,-14.4%
Cc1ccc(CNC(=O)c2ccc3c(c2)c(C)c(C)n3Cc2ccccc2)o1,3.6%,-10.5%,-12.2%
COc1ccc(Br)c(C(=O)Nc2cc3c(cc2N2CCCC2)n(C)c(=O)c(=O)n3C)c1,-1.9%,?,-0.5%
O=C(COc1ccc(Cl)cc1)OCc1cc(=O)n2nc(C3CC3)sc2n1,4.5%,-8.2%,-3.7%
CCOC(=O)C1CCC(CN(Cc2c(Cl)cccc2Cl)S(=O)(=O)c2ccc(F)c(C)c2)CC1 (stereo not drawn),-5.3%,-1.3%,-0.3%
CC(=O)N1CCc2cc(CNS(=O)(=O)c3ccc(C(C)(C)C)cc3)ccc21,4.9%,-7.1%,-10.3%
CC(C)c1ccc(Nc2sc(C(=O)c3ccccc3)c(N)c2S(=O)(=O)c2ccccc2)cc1,-11.7%,0.2%,-13.8%
CCc1ccc(CNC(=O)C2CCN(C(=O)c3ccc(-n4c(C)cc5ccccc54)s3)CC2)cc1,5.5%,-8.3%,-6.1%
Cc1cc(C)c(NS(=O)(=O)c2ccc(-c3coc(C)n3)cc2)c(C)c1,2.5%,6.5%,-3.2%
CCN(CC)c1ccc(NC(=O)C2CCN(S(=O)(=O)c3c(C)noc3/C=C/c3ccccc3F)CC2)c(C)c1,11.7%,-10.2%,?
Cc1nn(-c2ccc(F)cc2)c(-n2cccc2)c1C(=O)NCCc1ccc(Cl)cc1,0.0%,-15.9%,-8.3%
O=C(O)c1c(CNCc2cccc(F)c2)c2ccccc2n1Cc1ccccc1,-1.0%,-1.0%,-5.3%
Cc1nc2ccccn2c(=O)c1NC(=O)c1c(F)cccc1F,0.0%,-1.6%,1.7%
O=C(Nc1ccc(Cl)c(Cl)c1)N1CCC(c2ccccc2)C1 (stereo not drawn),?,?,?
O=C(NC1CCCC1)c1ccc2c(c1)N(Cc1ccccc1Cl)C(=O)c1ccccc1S2,-9.0%,-10.2%,-10.2%
CCOC(=O)c1[nH]c(C)c(CCC(=O)Nc2ccccc2C(=O)OC)c1C,-3.2%,3.1%,-8.6%
Cc1ccc2nc(NC(=O)c3ccc(S(=O)(=O)N4CCC(C)CC4)cc3)sc2c1,-2.5%,11.7%,-11.5%
CCCCN(CC)CCCNC(=O)c1c(C)oc2ncnc(N3CCOCC3)c12,-3.4%,-1.3%,-6.5%
CCc1c(C)sc2c1CCN(C(=O)Nc1cc(C)ccc1C)C2c1ccc(OC)cc1 (stereo not drawn),-8.0%,-13.0%,-3.5%
CCc1c(C)sc2c1CCN(Cc1cccc(OC)c1)C2c1ccccc1 (stereo not drawn),-8.8%,?,-14.9%
CCN(CC)CCCNc1ncnc2c1cnn2-c1ccc(C)c(C)c1,-1.4%,-1.3%,-7.7%
COc1cccc(N2CCN(S(=O)(=O)c3cc(-c4cc(C)no4)ccc3C)CC2)c1,6.7%,-13.0%,?
Cc1ccc(NC(=O)C2CCCN(c3ncnc4onc(-c5ccc(F)cc5)c34)C2)c(Cl)c1 (stereo not drawn),1.1%,-6.7%,-21.0%
COc1ccc(NC(=O)C2CCN(S(=O)(=O)c3ccc4[nH]c(=O)ccc4c3)CC2)cc1Cl,-2.3%,3.2%,-11.2%
Cc1cccc(CN2C(=O)N(c3ccc(C(C)C)cc3)S(=O)(=O)c3ccccc32)c1,?,-2.6%,-18.5%
CCOC(=O)c1sc2ccccc2c1S(=O)(=O)Nc1cccc(C(F)(F)F)c1,-8.3%,-8.6%,-27.9%
CCOC(=O)c1ccccc1NC(=O)c1c2c(nc3ccccc13)C(=O)N(C1CCCCC1)C2,-0.2%,5.6%,12.4%
CCc1ccc(CNC(=O)CCCn2ccc3cc(S(=O)(=O)N4CCCC4)ccc32)cc1,6.1%,2.0%,-7.6%
Cc1ccc(N2CC(NC(=O)Cc3cccs3)CC2=O)cc1C (stereo not drawn),-4.6%,-5.1%,-8.1%
CCc1ccccc1NC(=O)CC(C)n1nc(C)cc1C (stereo not drawn),-7.4%,15.1%,7.9%
COc1ccc(Nc2ncnc3c2cnn3-c2ccc(C)cc2)cc1Cl,?,?,?
O=c1oc2cc(O)ccc2cc1-c1nc(-c2ccc(Cl)c(Cl)c2)cs1,5.2%,-4.8%,-11.0%
COc1ccccc1CNC(=O)c1cccn1-c1nnc(N2CCCCC2)s1,1.9%,-6.1%,-11.6%
CCOC(=O)C1CCCN(S(=O)(=O)c2cc(-c3cc(C)no3)ccc2C)C1 (stereo not drawn),-6.4%,-5.4%,-26.0%
COc1ccc(CCNC(=O)c2c(C)nn(-c3ccc(F)cc3)c2-n2cccc2)c(OC)c1OC,2.8%,-17.4%,-9.1%
COc1ccc(CCNC(=O)c2cnc3sc(N4CCC(C)CC4)nn3c2=O)cc1OC,6.6%,0.0%,-1.7%
Cc1ccc(CNC(=O)CN2C(=O)CSc3ccc(S(=O)(=O)N(C)C)cc32)cc1,0.2%,-17.0%,-27.3%
Cc1ccc(N2CCN(C(=O)c3cccn4c(=O)c5ccc(Cl)cc5nc34)CC2C)cc1 (stereo not drawn),-4.5%,-2.8%,-15.9%
Cc1cc(C)cc(C(=O)n2nc(C)c(S(=O)(=O)N3CCOCC3)c2C)c1,13.2%,-9.1%,6.7%
CCc1nn2c(=O)cc(COC(=O)c3ccc(NC(=O)COc4ccc(C)cc4)cc3)nc2s1,-3.1%,2.6%,8.2%
Cn1nnc2c(NCCc3ccccc3)ncnc21,-3.2%,-4.6%,-2.3%
COc1cccc2cc(-c3nc(-c4ccc(Cl)cc4)cs3)c(=O)oc12,-10.5%,9.6%,-4.2%
COc1cccc(C(=O)NCC(c2ccc(N(C)C)cc2)N2CCc3ccccc32)c1OC (stereo not drawn),-4.8%,?,?
CCOc1ccc(CCNC(=O)c2cnc3sc(N4CCCCC4)nn3c2=O)cc1,-5.6%,-11.7%,-11.4%
CCc1ccc(NC(=O)c2ccc(F)c(S(=O)(=O)N3CCN(c4cc(C)ccc4C)CC3)c2)cc1,?,6.5%,-9.9%
Cc1ccc(Cl)cc1N1CCN(C(=O)CCCCCn2c(=O)[nH]c3ccccc3c2=O)CC1,3.8%,?,-28.0%
COc1cccc(CNC(=O)c2nnn(CC(=O)Nc3cc(Cl)ccc3C)c2N)c1,-14.4%,4.1%,-6.7%
CCOC(=O)c1c(C)oc2nc(C)nc(NCCc3ccc(S(N)(=O)=O)cc3)c12,-6.9%,3.0%,4.5%
COc1ccccc1NC(=O)CSC1=Nc2ccccc2C2=NC(CC(=O)NCCc3ccccc3)C(=O)N12 (stereo not drawn),5.7%,-14.7%,-9.7%
CCOC(=O)c1cccc(NC(=O)c2cc(CN3CCCC3)on2)c1,-2.4%,-6.6%,-6.0%
CCOC(=O)c1ccccc1NC(=O)c1c(-c2ccccc2)noc1C,-11.3%,-18.0%,-12.2%
Cc1ccc(NC(=O)Cn2nnc(C(=O)NCCc3ccccc3)c2N)cc1C,-2.3%,5.2%,1.3%
Cc1cccc(-c2nc(CCNC(=O)Cc3ccc(F)cc3)cs2)c1,14.0%,-6.1%,-10.9%
CSc1cccc(NC(=O)C2CCCN(S(=O)(=O)c3ccc4c(c3)CCCN4C(C)=O)C2)c1 (stereo not drawn),14.2%,-4.7%,-19.1%
CCN(CC)C(=O)c1sc2c(c1C)c(=O)n(-c1ccc(C)c(C)c1)c(=O)n2CC(=O)Nc1ccc(OC)cc1OC,8.7%,-12.9%,-18.2%
COC(=O)c1ccc(CSc2nc3c([nH]c4ccccc43)c(=O)n2-c2ccc(Cl)cc2)o1,?,-11.5%,-20.6%
